Screening data: PubChem BioAssay, The Scripps Research Institute Molecular Screening Center
luminol inh ctr: luminol signal inhibition, Nox1 inhibitor counter-screen; actives 0.4% (n = 16,000); HRP/luminol/H2O2 chemiluminescence counterscreen; inhibition, % at 6.7 µM; AID 1823; further: reference of the scale not given here
TLR4 MyD88 blk: inhibitors of human TLR4-MyD88 binding. inhibition, % at 10 µM. Cell-based TLR4-MyD88 binding inhibition assay. actives 0.06% (n = 16,000). AID 811. O00206; in the data active means inhibition above about 45%
PME-1 Maybr inh: inhibitors of human PME-1 in Maybridge library | Q9Y570 | recombinant PME-1, FP-Rh probe fluorescence polarization | inhibition, % at 9 µM | actives 0.5% (n = 16,000) | AID 2291; in the data active means inhibition above about 30%
Nox1 inh: inhibitors of human NADPH oxidase 1 (Nox1); actives 0.81% (n = 16,000); inhibition, % at 6.7 µM; HT29 cells, luminol chemiluminescence ROS; Q9Y5S8; AID 1792
Target sequence (Q9Y5S8 whole entry, looked up): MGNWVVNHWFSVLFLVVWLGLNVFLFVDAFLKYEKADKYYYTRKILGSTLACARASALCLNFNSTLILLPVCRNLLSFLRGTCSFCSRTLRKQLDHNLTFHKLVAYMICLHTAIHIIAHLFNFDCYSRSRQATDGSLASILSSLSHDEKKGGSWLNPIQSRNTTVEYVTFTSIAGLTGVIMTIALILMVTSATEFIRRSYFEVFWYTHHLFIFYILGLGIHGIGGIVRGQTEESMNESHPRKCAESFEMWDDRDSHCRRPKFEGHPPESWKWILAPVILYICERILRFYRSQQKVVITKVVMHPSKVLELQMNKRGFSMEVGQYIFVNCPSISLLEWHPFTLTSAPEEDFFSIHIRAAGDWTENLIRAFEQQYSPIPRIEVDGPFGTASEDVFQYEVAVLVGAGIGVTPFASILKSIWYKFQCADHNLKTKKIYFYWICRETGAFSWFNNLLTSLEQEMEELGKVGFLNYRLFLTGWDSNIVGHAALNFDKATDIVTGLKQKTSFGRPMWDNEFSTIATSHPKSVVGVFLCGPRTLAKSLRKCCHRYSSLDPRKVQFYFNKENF
S1P1 ag: S1P1 (human) receptor agonism. P21453. S1P1 agonist cell-based reporter assay. activation, % at 4.5 µM. actives 1.5% (n = 16,000). AID 1044; in the data active means activation above about 80%
Target sequence (P21453 whole entry, looked up): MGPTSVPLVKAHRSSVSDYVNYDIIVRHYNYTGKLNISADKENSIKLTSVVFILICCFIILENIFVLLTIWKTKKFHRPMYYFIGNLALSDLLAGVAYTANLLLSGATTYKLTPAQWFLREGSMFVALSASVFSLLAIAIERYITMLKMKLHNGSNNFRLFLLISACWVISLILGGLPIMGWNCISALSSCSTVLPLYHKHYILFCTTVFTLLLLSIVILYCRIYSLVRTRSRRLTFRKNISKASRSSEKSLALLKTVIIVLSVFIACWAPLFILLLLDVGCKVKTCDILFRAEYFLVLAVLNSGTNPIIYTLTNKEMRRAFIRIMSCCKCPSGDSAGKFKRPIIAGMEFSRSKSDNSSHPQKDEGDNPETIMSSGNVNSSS
rat GALR2 agon: activates the rat galanin receptor 2; AID 833; actives 0.5% (n = 16,000); activation, % at 10 µM; cell-based GALR2 agonist screen; in the data active means activation above about 15%
OPRK1 antag MB: OPRK1 (human) antagonism, Maybridge screen; P41145; OPRK1 cells, antagonist mode, fluorescence readout; inhibition, % at 9 µM; actives 0.4% (n = 16,000); AID 652031; in the data active means inhibition above about 50%
NOTCH agonist: NOTCH pathway agonism; NOTCH signaling luciferase reporter cells, luminescence; activation, % at 2.5 µM; actives 0.4% (n = 15,000); in the data active means activation above about 2.2%
The depositor's hits bear a star; x = no result given. Unless noted, no stated cut-off is given here; in the data, active means inhibition above about 75%; inactive means the rest. Outcome played no part in choosing rows (roughly 4.3% active in at least one column).

SMILES	luminol inh ctr	TLR4 MyD88 blk	PME-1 Maybr inh	Nox1 inh	S1P1 ag	rat GALR2 agon	OPRK1 antag MB	NOTCH agonist
COC(=O)c1ccc(C=C(C#N)C#N)n1-c1ccc(F)cc1	-3	2	-1	-1	7	-9	10	-0.3
NS(=O)(=O)c1cccc(NC(=O)c2nc3ccccc3s2)c1	1	5	-2	-37	5	-4	-5	0.1
CC(C)(C)C(=O)NNC(=O)CSc1nc2cc(Cl)ccc2s1	14	7	-3	-5	-6	-8	-22	-0.1
COc1cc(C)c(C#N)c(OC)n1	-3	14	2	-82	2	-2	-3	-0.6
CC(NC(=O)Cc1ccc([N+](=O)[O-])cc1)c1ccccc1 (stereo not drawn)	-5	5	1	-12	-12	-4	7	-5.6
CS(=O)(=O)C(C#N)=C1SCCCCS1	-7	-10	2	0	-11	-6	-14	-0.3
Cn1c(=O)c2c(nc3n2CCN3CCO)n(C)c1=O	-3	5	3	29	13	-2	x	-0.2
Cc1nc(C)c(-c2ccn(C(=O)c3c(C)noc3C)n2)o1	-1	2	-1	-6	-4	-4	1	-0.8
O=C1CSC(c2ccc(Cl)cc2)N1c1ccccc1 (stereo not drawn)	-6	-3	4	13	3	0	-3	-0.1
O=S(=O)(O)c1ccc2[nH]c(=S)[nH]c2c1	7	0	3	-69	0	60*	-3	-0.9
Cc1cc(NC(=O)c2c(-c3c(F)cccc3Cl)noc2C)no1	3	-3	0	-28	7	-7	-6	-0.8
CCOC(=O)C1CCCN(S(=O)(=O)c2ccc(F)c(Cl)c2)C1 (stereo not drawn)	0	-1	-11	-64	3	-5	-20	-0.9
CCOC(=O)N/N=C/c1sc2ccccc2c1C	4	-3	3	-41	15	-7	0	-0.2
CNC(=S)NN=C1CCCC1	7	0	-4	3	1	-6	-1	-0.7
Cc1ccc(S(=O)(=O)N(C)C)cc1NC(=O)c1ccccc1C(=O)O	2	-1	-2	-9	4	-3	-8	-1.3
CS(=O)(=NC(=O)c1cc(C(F)(F)F)cc(C(F)(F)F)c1)c1ccc(Cl)cc1 (stereo not drawn)	-3	-7	1	-12	-6	-10	-5	-0.6
Cn1cccc1C(=O)N/N=C/c1ccccn1	4	7	-3	-51	-21	-8	6	-0.5
CS(C)(=O)=NS(=O)(=O)c1cc(S(=O)(=O)N=S(C)(C)=O)c(Cl)s1	-3	-6	6	-3	-9	-3	30	-0.4
O=S(=O)(NNc1ncccc1-n1cccc1)c1ccc(Cl)c(Cl)c1	11	2	4	-59	31	-4	-16	-0.4
Cc1ccc(-c2csc3ncnc(NCc4ccco4)c23)cc1	-1	8	2	-57	87*	-7	-4	-0.1
COc1cc([N+](=O)[O-])c(Nc2ccccn2)cc1N1CCOCC1	18	0	3	-14	-25	-9	-14	-0.4
NC(=O)CNC(=O)c1cccs1	-1	-1	-4	-24	1	-4	8	-5.6
CCOC(=O)N/N=C(\Cc1ccccc1)c1ccccc1	-5	4	4	0	2	-6	8	-0.2
COc1cc(/C=C(\NC(C)=O)C(=O)O)cc(OC)c1OC	1	-1	1	-25	1	-6	-2	1.4
COc1cccc(/C=N/NC(=S)Nc2cc(C(F)(F)F)cc(C(F)(F)F)c2)c1O	10	3	6	30	9	-5	2	-0.7

Sorted by heavy-atom count (largest number first): part of the list above
SMILES	luminol inh ctr	TLR4 MyD88 blk	PME-1 Maybr inh	Nox1 inh	S1P1 ag	rat GALR2 agon	OPRK1 antag MB	NOTCH agonist
COc1cccc(/C=N/NC(=S)Nc2cc(C(F)(F)F)cc(C(F)(F)F)c2)c1O	10	3	6	30	9	-5	2	-0.7
CS(=O)(=NC(=O)c1cc(C(F)(F)F)cc(C(F)(F)F)c1)c1ccc(Cl)cc1 (stereo not drawn)	-3	-7	1	-12	-6	-10	-5	-0.6
O=S(=O)(NNc1ncccc1-n1cccc1)c1ccc(Cl)c(Cl)c1	11	2	4	-59	31	-4	-16	-0.4
Cc1cc(NC(=O)c2c(-c3c(F)cccc3Cl)noc2C)no1	3	-3	0	-28	7	-7	-6	-0.8
CCOC(=O)C1CCCN(S(=O)(=O)c2ccc(F)c(Cl)c2)C1 (stereo not drawn)	0	-1	-11	-64	3	-5	-20	-0.9
CC(NC(=O)Cc1ccc([N+](=O)[O-])cc1)c1ccccc1 (stereo not drawn)	-5	5	1	-12	-12	-4	7	-5.6
Cn1c(=O)c2c(nc3n2CCN3CCO)n(C)c1=O	-3	5	3	29	13	-2	x	-0.2
Cn1cccc1C(=O)N/N=C/c1ccccn1	4	7	-3	-51	-21	-8	6	-0.5
O=S(=O)(O)c1ccc2[nH]c(=S)[nH]c2c1	7	0	3	-69	0	60*	-3	-0.9
COc1cc(C)c(C#N)c(OC)n1	-3	14	2	-82	2	-2	-3	-0.6
CNC(=S)NN=C1CCCC1	7	0	-4	3	1	-6	-1	-0.7

(list continues)
SMILES	luminol inh ctr	TLR4 MyD88 blk	PME-1 Maybr inh	Nox1 inh	S1P1 ag	rat GALR2 agon	OPRK1 antag MB	NOTCH agonist
S=C(NCc1ccccn1)Nc1ccccc1Cl	3	4	-1	-11	5	-4	-5	-5.1
CSc1nc2c(c(-c3cccs3)c1C#N)CCCC2	-7	4	8	11	13	-6	12	-0.1
O=C1CC2(CCCC2)CC(=O)N1c1ccc2c(c1)OCO2	-8	-5	6	18	4	-2	15	-0.3
CCC12CC3CC(NC(C)=O)(C1)CC(C(=O)O)(C3)C2 (stereo not drawn)	-1	7	2	-30	6	-5	8	0.1
CC(C)(C)NC(=O)[C@@H]1C[C@@H]2CCCC[C@@H]2CN1C(=O)c1ccno1	0	3	7	-44	1	-7	-35	-1.3
O=S(=O)(c1ccc(-c2cc(C(F)(F)F)on2)s1)N1CCc2c([nH]c3ccc(F)cc23)C1	-1	9	-2	-5	-8	-5	12	-0.3
CN(N)C(=NC(C)(C)C)SCC(=O)c1ccc(Cl)cc1	2	1	-5	-71	-20	-3	12	-0.3
COc1nc(C)nc(/N=C/NO)n1	6	1	11	-38	-3	-6	-1	-0.3
CCOC(=O)/C(=N\OC)c1csc(NC(=O)c2nn(-c3ccccc3)nc2C)n1	-1	-5	-5	3	-9	-7	6	0.4
O=C(CSc1nnc(-c2ccccc2)o1)NN1CC(=O)N(c2cccc(Cl)c2)CC1=O	-2	7	-1	-9	-8	-1	13	-0.1
CC(C)(C)S(=O)(=O)CC#N	-2	1	3	9	2	-4	14	-0.1
COc1cc(C(F)(F)F)nc2cc(C(C)(C)C)nn12	3	0	-2	-14	-24	-7	-19	-0.5
Cc1nc(-c2n[nH]c(=S)o2)cs1	66	8	1	4	-2	-7	5	0.0
CSc1n[nH]c(NC(=O)Nc2ccccc2)c1S(=O)(=O)c1ccc(Cl)cc1	3	2	0	-51	14	-10	-14	-0.7
Cc1cc(NC(=O)NCc2cccnc2)no1	3	2	-3	-51	-6	-3	-3	-0.7
CN(C)CC1(C(OC(=O)c2ccc([N+](=O)[O-])cc2)c2cccc(F)c2)CCCCC1 (stereo not drawn)	5	2	-1	-38	4	-3	12	-0.1
Cn1sc(=O)c2cc(S(=O)(=O)NC3CC3)ccc21	2	7	-5	-41	-6	-9	3	0.5
CC(C)n1c(=S)[nH]c2ccccc21	36	0	1	-35	-26	-2	4	0.1
Cc1ccc2cc(NC(=O)c3cc(C)n(C)n3)ccc2n1	-1	-1	-2	-2	-2	-6	-2	-0.2
Cc1nn(Cc2cccc(C(=O)N=S(C)(=O)c3ccc(Cl)cc3)c2)c(C)c1Br (stereo not drawn)	2	0	5	-32	20	-8	-18	-0.8
Cc1noc(C)c1S(=O)(=O)N1CCOCC1	0	6	1	-21	-2	-5	-6	x
COCc1cc(=O)[nH]c(Cc2c(Cl)cccc2Cl)n1	-4	-3	4	-3	4	-7	-7	-0.3
c1ccc(-c2cn3ccccc3n2)cc1	4	-4	0	-8	6	-6	-2	0.2
CC1CN(CCn2cnc3c(N)ncnc32)CC(C)O1 (stereo not drawn)	-3	6	2	-19	-10	-4	x	-5.8
O=C(Cn1nnc(-c2ccccc2C(F)(F)F)n1)NNC(=S)Nc1cc(Cl)cc(Cl)c1	24	-7	14	-14	-15	-6	-12	x
The results go on:
SMILES	luminol inh ctr	TLR4 MyD88 blk	PME-1 Maybr inh	Nox1 inh	S1P1 ag	rat GALR2 agon	OPRK1 antag MB	NOTCH agonist
Cc1onc(-c2ccccc2)c1-c1csc(-c2ccno2)n1	-4	-3	5	9	-2	-4	4	-0.6
CCn1c(Cc2ccccc2)n[nH]c1=S	3	11	-3	-66	22	-5	6	-0.7
c1ccc(-c2cc(-c3ccccc3)c(N3CCCC3)nn2)cc1	-1	-4	-1	-21	-13	-4	-3	-0.7
CC(=O)OC(C(=O)N(Cc1ccccc1)c1ccccc1)c1ccccc1 (stereo not drawn)	-2	0	-1	-32	-6	-4	-14	-0.1
Cn1ncc(C(=O)O/N=C(\N)c2ccccc2)c1-n1cccc1	4	-3	5	-65	6	-5	5	-0.2
C=CCNc1ccccc1C(=O)NCC(=O)OCC	2	-6	0	-49	-2	-7	12	0.1
O=[N+]([O-])c1ccc(N2CCC2)cc1	12	8	0	-2	-8	-8	11	-0.1
Cc1cc(C(=O)NNC(=S)NCc2ccccc2)ccc1[N+](=O)[O-]	2	-4	1	-11	-12	-5	-16	-0.1
NC(=O)C1=C(N=C2CCCCC2)CCCC1	0	3	-5	-23	-10	-2	2	-0.2
O=C(NCCCSc1ccccc1F)c1ccc(Cl)cc1Cl	2	-2	1	-45	-6	-6	-10	0.1
COc1ccc(CC(=O)NN)cc1OC	0	3	-1	-29	-13	-5	-1	0.3
CC1=C(OC(=O)/C=C/c2ccccc2)C(=O)CC1	-1	5	8	-49	-12	-3	5	-0.2
COc1ccc(C2=C(C#N)C(=C(C#N)C#N)NC(c3ccc(OC)cc3O)=C2)cc1	13	2	18	-16	10	-5	32	0.1
O=C(Nc1nnc(C2CC2)s1)c1ccc2c(c1)OCO2	-1	4	0	-18	-1	-8	-3	-0.2
C1=CC=CC(C2C=CC=CC=C2)C=C1	1	2	1	-77	-13	-3	-14	-0.1
CNC(=O)N(CCS(=O)(=O)c1ccc(Cl)cc1)Cc1cccs1	-2	-7	4	7	-5	-6	-9	-0.9
N/C(=N\NC(=O)Nc1ccc(OC(F)(F)F)cc1)c1cnccn1	2	0	3	-47	-31	-4	-20	-0.1
O=c1c(Cl)c(N2CCOCC2)cnn1-c1cnc2ccccc2n1	3	-14	-2	-15	7	-6	-8	-0.4
CCC1(c2cccc(OC)c2)CCCC/C1=N\O (stereo not drawn)	1	5	1	-42	-8	-8	6	-0.5
Cc1csc(/N=C/N(C)C)c1C#N	-3	-3	4	5	-4	-4	1	-0.2
O=C(O)c1nccnc1C(=O)NCCSCc1c(F)cccc1Cl	-5	-8	-1	-30	-12	-7	3	x
O=c1[nH][nH]c2cccc(F)c12	11	12	-1	79*	5	-7	3	-1.0
CCOC(=O)N1CCN(CN2CCCCC2=O)CC1	0	-1	3	-32	-1	-3	-4	-5.7
CCn1c2ccc(Br)cc2c2cc(Br)ccc21	-2	1	4	-1	-24	-4	1	1.0
Nc1[nH]c(=O)[nH]c(=O)c1Br	-3	-13	1	3	-12	-6	-130	-0.6
Going on with the list.
SMILES	luminol inh ctr	TLR4 MyD88 blk	PME-1 Maybr inh	Nox1 inh	S1P1 ag	rat GALR2 agon	OPRK1 antag MB	NOTCH agonist
CN(C)C(=O)Nc1ccc(C(C)(C)C)cc1	-6	-9	-2	-11	1	-6	11	0.3
O=S(=O)(c1ccc(Cl)cc1)n1ccc(-c2cnc3ccccc3n2)c1	-6	-10	3	6	-14	0	12	-0.7
Nc1nccc(-c2ccc(NS(=O)(=O)c3cccc(C(F)(F)F)c3)cc2)n1	-1	-6	2	-22	24	-2	-3	0.3
CCOC(=O)c1sc(NC(=O)C(F)(F)F)c(C(=O)OCC)c1C	-6	-2	1	-3	-14	-5	-9	0.5
COc1cc(CCC(=O)NNC(=O)c2ccc(Cl)cc2)cc(OC)c1OC	2	2	0	2	9	-5	-11	-0.3
CSC1=C(C#N)C(=O)NC(c2cccs2)S1 (stereo not drawn)	16	-4	7	-2	-21	-9	7	x
CSc1nc(N2CCCC2)nc(-c2ccco2)c1C#N	1	-5	-1	-48	-15	-7	-18	0.6
CC1=N/C(=C\c2ccc3c(c2)OCO3)C(=O)O1	-1	-8	10	-9	-7	-10	-1	0.1
Cc1cc(NC(=O)c2c(C)noc2C)no1	-5	0	8	-10	-22	-5	6	-0.4
N#Cc1c[nH]c2ccc(NC(=O)/C=C/c3ccc(OC(F)(F)F)cc3)cc12	-1	-3	-23	-14	-9	-2	1	-0.8
c1ccc(-c2cc3ccccn3c2)cc1	3	8	4	-65	-6	-8	10	-0.3
CC(C)(C)NC(=O)NNc1nc2ccc(Cl)cc2s1	1	-6	13	22	31	-8	3	-0.3
O=C(NCc1cccs1)c1cccnc1SCCS(=O)(=O)c1ccc(C(F)(F)F)cn1	-5	-9	8	-1	14	-3	15	-1.0
COc1ccc(C(C)=O)cc1CSc1nnnn1-c1ccc(OC)c(OC)c1	-2	-5	5	-35	-46	-7	-1	x
O=C(CCCC(=O)NNC(=O)c1cccs1)NNC(=O)c1cccs1	1	5	-1	-37	-2	-5	0	-0.8
COc1ccc2c(OC(C)=O)coc2c1	-2	-1	3	-103	11	0	-7	-0.8
